Screening data deposited in PubChem BioAssay by NMMLSC.
GRK2 inh = blocks RNA aptamer binding to human GRK2; bead flow cytometry, FAM-aptamer displacement from GRK2; inhibition of aptamer binding, % at 10 µM; 0.59% of 330,000 active; AID 488847;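 active means inhibition of aptamer binding above 40%, roughly 3 SD of noise, on plates passing a quality check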;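 further: median bead fluorescence of bound FAM aptamer so fluorescent compounds give negative values; no value below 0 was filed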
Target sequence (P25098 whole entry, looked up): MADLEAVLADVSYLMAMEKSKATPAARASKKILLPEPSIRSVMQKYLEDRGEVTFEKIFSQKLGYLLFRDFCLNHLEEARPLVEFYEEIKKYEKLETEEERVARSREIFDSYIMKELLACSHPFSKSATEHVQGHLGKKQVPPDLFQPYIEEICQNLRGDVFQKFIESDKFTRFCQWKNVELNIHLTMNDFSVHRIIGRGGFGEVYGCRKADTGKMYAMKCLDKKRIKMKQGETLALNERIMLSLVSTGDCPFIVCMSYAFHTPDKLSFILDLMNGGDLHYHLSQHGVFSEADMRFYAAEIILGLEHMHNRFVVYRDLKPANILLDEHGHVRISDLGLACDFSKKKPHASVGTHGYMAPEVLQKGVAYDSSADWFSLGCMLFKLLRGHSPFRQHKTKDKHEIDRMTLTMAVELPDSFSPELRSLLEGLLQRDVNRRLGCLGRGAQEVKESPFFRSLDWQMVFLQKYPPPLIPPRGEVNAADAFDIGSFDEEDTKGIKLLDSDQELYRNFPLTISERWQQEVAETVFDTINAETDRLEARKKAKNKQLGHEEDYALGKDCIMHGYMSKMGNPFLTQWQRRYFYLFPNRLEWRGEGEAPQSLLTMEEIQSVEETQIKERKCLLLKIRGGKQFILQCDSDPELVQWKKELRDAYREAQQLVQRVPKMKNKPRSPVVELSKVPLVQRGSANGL
AGP1-GFP MLPCN = alters AGP1-GFP fluorescence in TOR pathway yeast screen; AID 2066; S. cerevisiae AGP1-GFP multiplex flow cytometry, 3 h; GFP as percent of DMSO wells; GFP response vs DMSO, % at 10 µM; 0.02% of 320,000 active;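 active means GFP response relative to DMSO above a set limit, near screen average plus 3 SD, cut at about 150% in these data; inconclusive means fewer than 70 cells counted for the yeast strain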;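 further: median GFP channel fluorescence of the gated AGP1 strain per well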
RPL19A TOR yeast = yeast TOR pathway RPL19A-GFP modulation. S. cerevisiae RPL19A-GFP strain, flow cytometry, 3 h; active compounds read low. percent response vs DMSO, % at 10 µM. 0.3% of 330,000 active;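 active means percent response vs DMSO below 50%; inconclusive means fewer than 70 events counted for the yeast strain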;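 further: median channel GFP fluorescence of the barcoded RPL19A-GFP strain; ratio of sample median GFP to plate DMSO average so 100% = DMSO; lower means less RPL19A-GFP as with rapamycin TOR inhibition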
CIT2 TOR yeast = yeast TOR pathway CIT2-GFP modulation | S. cerevisiae CIT2-GFP strain, flow cytometry, 3 h; 100 means same as DMSO wells | GFP response vs DMSO, % at 10 µM | 0.065% of 320,000 active;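 active means GFP response relative to DMSO above a set limit, near the screen mean plus 3 SD, cut at about 150% in these data; inconclusive means Fewer than 70 cells measured for a yeast strain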;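 further: ratio of well median GFP fluorescence to mean of DMSO wells on the plate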
VLA-4 inh = inhibition in a human VLA-4 binding assay. inhibition, % (about 7 µM as worked out from the volumes in the protocol). P13612. 0.2% of 330,000 active. VLA-4 expressing cells, ligand binding flow cytometry. AID 2557; in the data active means inhibition above about 50%
Yeast superoxide = caloric restriction mimetics inhibiting age-related superoxide in yeast; S. cerevisiae aged cells, superoxide DHE fluorescence; active compounds read low; superoxide response (% of plate mean), % at 10 µM; 0.18% of 330,000 active; AID 2690;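 active means superoxide response under a set limit, about three screen SD below normal, cut at about 65% in these data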;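 further: yeast aged for seven days with compound at 30 °C before DHE staining; 100% = average MFI of all compound-treated wells on the plate with controls excluded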
LAP4 TOR yeast = alters LAP4-GFP fluorescence in TOR pathway yeast screen. 0.34% of 320,000 active. GFP response vs DMSO, % at 10 µM. AID 2023. S. cerevisiae LAP4-GFP multiplex, flow cytometry GFP, 3 h; median GFP as percent of DMSO wells;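 active means GFP response vs DMSO above a set limit, about the screen mean plus 3 SD, cut at about 150% in these data; inconclusive means under 70 cell events counted for the yeast strain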
MEP2-GFP yeast = alters MEP2-GFP fluorescence in TOR pathway yeast screen. S. cerevisiae MEP2-GFP strain, flow cytometry GFP, 3 h; 100% = DMSO control level. GFP response vs DMSO, % at 10 µM. 0.51% of 330,000 active;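 active means GFP response versus DMSO above a set limit, roughly screen mean plus 3 SD, cut at about 180% in these data; inconclusive means fewer than 70 cells counted for a yeast strain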;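 further: median GFP fluorescence of the barcode-gated MEP2-GFP cells per well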
* = called active by the depositor; i = inactive; ? = inconclusive; nt = no result given; [ ] = dose if it differs, or a comment.

SMILES	GRK2 inh	AGP1-GFP MLPCN	RPL19A TOR yeast	CIT2 TOR yeast	VLA-4 inh	Yeast superoxide	LAP4 TOR yeast	MEP2-GFP yeast
COc1ccc(CC(=O)NC(C)CCc2ccccc2)cc1 (stereo unspecified)	0	100	98	87	-5	98	106	92
O=C(c1cccn(Cc2ccc(C(F)(F)F)cc2)c1=O)N1CCOCC1	0	92	93	91	7	112	107	96
COc1cccc(NC(=O)COC(=O)c2c(C)nn(-c3ccccc3)c2C)c1	0	96	97	99	3	106	103	95
O=C(COc1ccccc1)NCc1ccc(-n2cccc2)cc1	0	111	107	102	0	102	98	105
Cc1nn(C)c(C)c1NC(=O)CSc1nnc(C)n1-c1ccccc1	0	94	95	106	-2	85	95	96
Cc1ccc(S(=O)(=O)Nc2ccc(-c3nnc(SCC#N)n3C)cc2)cc1	0	96	102	98	-4	113	108	105
COc1ccc(NC(=O)c2ccc3c(c2)S(=O)(=O)c2ccccc2C3=O)cc1	1	97	99	97	14	91	93	98
Fc1ccc(NC(=S)Nc2cccc3cnccc23)cc1	4	100	96	101	0	89	102	103
COc1cccc(N2C(=O)CC(N3CCN(C(=O)c4ccco4)CC3)C2=O)c1 (stereo unspecified)	1	104	103	105	18	115	104	107
O=C(COC(=O)/C=C/c1cccc(F)c1)NC1CCCCCC1	5	105	102	112	-1	99	101	108
CCC(=O)c1ccc(OCC(=O)OCC(=O)N(C)CC(=O)Nc2ccc(F)cc2)cc1	0	107	96	100	5	106	103	103
O=C(CCn1nc(-c2ccc(Cl)cc2)ccc1=O)NCc1cccnc1	2	nt	108	109	9	102	113	108

Some of these compounds in order of count of non-hydrogen atoms, falling:
SMILES	GRK2 inh	AGP1-GFP MLPCN	RPL19A TOR yeast	CIT2 TOR yeast	VLA-4 inh	Yeast superoxide	LAP4 TOR yeast	MEP2-GFP yeast
CCC(=O)c1ccc(OCC(=O)OCC(=O)N(C)CC(=O)Nc2ccc(F)cc2)cc1	0	107	96	100	5	106	103	103
COc1cccc(NC(=O)COC(=O)c2c(C)nn(-c3ccccc3)c2C)c1	0	96	97	99	3	106	103	95
Cc1ccc(S(=O)(=O)Nc2ccc(-c3nnc(SCC#N)n3C)cc2)cc1	0	96	102	98	-4	113	108	105
O=C(c1cccn(Cc2ccc(C(F)(F)F)cc2)c1=O)N1CCOCC1	0	92	93	91	7	112	107	96
Cc1nn(C)c(C)c1NC(=O)CSc1nnc(C)n1-c1ccccc1	0	94	95	106	-2	85	95	96
COc1ccc(CC(=O)NC(C)CCc2ccccc2)cc1 (stereo unspecified)	0	100	98	87	-5	98	106	92

Next part:
SMILES	GRK2 inh	AGP1-GFP MLPCN	RPL19A TOR yeast	CIT2 TOR yeast	VLA-4 inh	Yeast superoxide	LAP4 TOR yeast	MEP2-GFP yeast
Cc1ccc(-c2cc3c(n2-c2ccc(C(=O)O)cc2)CCCC3=O)cc1	0	105	106	100	-2	84	123	99
CCn1c(COc2ccccc2C)nnc1SCC(=O)NC1CCCC1	3	106	105	101	-8	96	106	107
COc1ccc(N2CCN(C3CCCN(Cc4ccc(F)cc4Cl)C3)CC2)cc1 (stereo unspecified)	0	100	98	102	5	101	96	103
COCCNC(=O)C1CCC(Cn2c(=S)[nH]c3ccccc3c2=O)CC1 (stereo unspecified)	1	95	95	90	-3	122	100	106
CCn1c(SCC(=O)N/N=C/c2ccncc2)nc2ccccc21	3	111	101	107	3	91	116	103
CCOc1ccc(C(=O)CN2CCN(S(=O)(=O)c3ccc(Cl)cc3)CC2)cc1	0	105	102	101	-2	87	100	109
COc1ccc(C2CC(c3cccs3)=NN2c2ccc(C=O)cc2)cc1 (stereo unspecified)	0	?	23*[may fluoresce violet]	?	-235	133	73[may fluoresce violet]	142[may fluoresce violet]
CCC(=O)N1CCC(c2ccc(OC)cc2)=N1	2	93	99	87	3	74	99	89
CN1C(=O)N(C)C(NC(=O)Nc2ccccc2)C1NC(=O)Nc1ccccc1 (stereo unspecified)	3	97	103	99	3	91	97	101
O=C(C1CCC(Cn2c(=S)[nH]c3ccccc3c2=O)CC1)N1CCOCC1 (stereo unspecified)	3	106	103	112	-2	92	103	101
O=C(CCl)N(c1ccccc1)C1CCS(=O)(=O)C1 (stereo unspecified)	1	104	103	106	4	102	91	104
Cc1ccc(C)c(CN2C(=O)C3CCCN3c3ccc(S(=O)(=O)N4CCOCC4)cc32)c1 (stereo unspecified)	0	89	91	91	9	109	87	95
O=C(NCc1ccc(Cl)cc1)[C@@H]1CCCN1S(=O)(=O)c1ccc(Cl)cc1	0	99	102	101	10	99	95	105
Oc1ccccc1CNc1nc2ccccc2n1CCN1CCCCC1	0	107	99	114	-18	93	93	98
CCC(C)(C)C1CCc2[nH]nc(C(=O)NCc3ccccn3)c2C1 (stereo unspecified)	3	89	103	96	0	112	121	98
CCC1CCCCN1CCCNC(=O)c1ccc(CS(=O)(=O)c2ccccc2OC)o1 (stereo unspecified)	0	101	97	100	8	110	93	104
COC(=O)Cc1cc(=O)n2[nH]c(C)nc2n1	5	106	102	106	12	100	107	108
CCCCCc1nnc(NC(=O)C2CCCO2)s1 (stereo unspecified)	0	96	94	93	-4	90	98	94
CCOC(=O)c1sc2nccc(N(C)C)c2c1N=CNOCc1c(F)cccc1Cl	0	91	92	89	1	91	107	93
O=C(O/N=C/c1ccc2c(c1)OCO2)c1ccccc1Cl	5	87	94	83	22	90	97	97
Cc1cnn(Cc2cccnc2)c1N	0	96	93	96	-3	83	98	100
CC(OC(=O)CNC(=O)c1ccc(Cl)cc1)C(=O)NC1CCCCC1C (stereo unspecified)	0	102	94	94	17	115	106	101
COc1cc2c(cc1OC)C(C(=O)NCc1ccco1)C1c3ccccc3CCN1C2=O (stereo unspecified)	0	94	95	105	-7	84	89	95
O=C(NC1CCCC1)C1C2C=CC(C2)C1C(=O)N1CCOCC1 (stereo unspecified)	5	108	106	102	0	103	109	106
CCOc1ccccc1N1CCN(C(=O)CN2C(=O)NC3(CCCC3)C2=O)CC1	0	94	88	96	-4	105	97	92
COCCn1nnnc1C(c1ccccn1)N1CCN(c2cc(C)ccc2C)CC1 (stereo unspecified)	0	100	102	94	5	114	98	104
Cc1cc(C(=O)COC(=O)COc2ccccc2C#N)c(C)n1CC1CCCO1 (stereo unspecified)	0	96	95	96	11	72	91	93
O=C1c2ccccc2/C(=C\C#Cc2ccccn2)N1c1ccccc1	0	87	91	79	0	109	99	94
O=C(O)c1ccccc1C(=O)Nc1ccc(Br)c(C(F)(F)F)c1	1	100	97	98	15	87	106	94
O=[N+]([O-])c1cccnc1N1CCC(c2cc(-c3cccc(C(F)(F)F)c3)n[nH]2)CC1	0	nt	96	90	5	86	108	98
Cc1nn(C)c(Oc2ccc(Cl)cc2)c1C=O	3	103	105	96	-6	99	105	104
COc1ccc(C(=O)Cn2nnc(-c3ccccc3-n3cnnn3)n2)cc1	0	104	104	103	11	114	96	107
CCC(C)c1ccc2oc(-c3ccc(NC(=O)c4ncn[nH]4)cc3)nc2c1 (stereo unspecified)	4	99	98	105	9	98	102	106
O=C(c1ccc(NS(=O)(=O)c2cccc3cccnc23)cc1)N1CCCCC1	0	?	50*[may fluoresce violet]	?	-1	107	?	?
CC1(c2ccccc2Cl)NC(=O)N(CC(=O)Nc2ccc(N3CCCCC3)cc2)C1=O (stereo unspecified)	2	89	87	97	4	85	91	108
CC1CCN(C(=O)C(C)c2ccc([N+](=O)[O-])cc2)CC1 (stereo unspecified)	2	104	105	98	21	72	107	99
CC1(C)CC(C(CCN(Cc2ccccc2)C(=O)c2ccco2)c2ccc(F)cc2)CCO1 (stereo unspecified)	5	92	94	92	-74	89	94	99
CC(SCC(=O)Nc1ccccc1Br)c1nc2ccccc2c(=O)[nH]1 (stereo unspecified)	1	105	102	108	-3	88	113	98
O=S(=O)(NCc1ccccn1)c1cc(C(F)(F)F)ccc1Cl	0	98	91	81	3	105	114	96
CC1(C)Cc2c(c(N3CCOCC3)nc3snc(NC(=O)c4ccccc4)c23)CO1	0	100	99	99	2	99	95	92
COC(=O)c1ccc(COc2ccccc2/C=N/NS(=O)(=O)c2ccccc2)cc1	0	94	96	85	-4	103	98	94
COc1cc([N+](=O)[O-])cc2cc(C(=O)NC(C)(C)C)c(=O)oc12	1	91	102	91	8	90	96	99
COC(=O)C(Cc1ccccc1)N1CCS(=O)(=O)CC1 (stereo unspecified)	1	98	98	93	25	93	115	96
CCc1nc2ccc(Cc3ccc4nc(CC)[nH]c4c3)cc2[nH]1	0	91	103	102	-8	102	95	104
CC1CCc2c(sc(NC(=O)c3ccc(-c4ccccc4[N+](=O)[O-])o3)c2C#N)C1 (stereo unspecified)	73*	100	98	94	-34	105	96	92
O=C(O)c1ccccc1NCc1ccco1	0	95	103	93	15	101	104	105
CC(C(=O)NC(C)(C)C)N(C(=O)CS(=O)CC(=O)Nc1ccc(F)cc1)c1ccccc1F (stereo unspecified)	0	107	111	103	10	108	101	103
O=C(Nc1ccccc1O)N1c2ccccc2Sc2ccccc21	3	102	100	100	-5	90	104	108
COc1ccc(-c2cc(C(=O)N/N=C/c3sccc3C)c3ccccc3n2)c(OC)c1	2	99	92	98	-5	83	97	100
COc1ccc(CCn2c(N3CCOCC3)nc3c2c(=O)[nH]c(=O)n3C)cc1	6	99	95	97	-108	92	97	103
CC(C)N(C(=O)c1ccc2nc(-c3ccccc3)c(-c3ccccc3)nc2c1)C(C)C	2	95	102	92	-3	93	100	100
N=c1oc2ccc(Cl)cc2cc1C(=O)Nc1ccc(F)cc1	0	94	102	121	-93	96	118	153
CCc1ccc(C(=O)C(C)OC(=O)c2nn(C)c(=O)c3ccccc23)cc1 (stereo unspecified)	2	98	95	100	20	94	102	93
Cc1ccc2nc(N(CCCN(C)C)C(=O)c3ccc(S(=O)(=O)N(C)C)cc3)sc2c1	0	106	106	116	-5	105	103	115
COc1ccc(S(=O)(=O)N(CC(=O)NCc2ccncc2)c2cc(C)cc(C)c2)cc1OC	3	99	103	93	1	106	100	102
Cc1ccc(N2C(=O)N(CC(=O)Nc3cc(F)ccc3C)C(=O)C2C)cc1 (stereo unspecified)	0	94	95	92	6	120	101	101
C=CC[C@H](CC(=O)N[C@H](CO)Cc1ccccc1)C(=O)N[C@H](COC(=O)[C@@H](CC=C)CC(=O)OC(C)(C)C)Cc1c[nH]c2ccccc12	12	92	89	90	-14	109	88	92
CCC(C)(C)NC(=O)C(c1ccc(OC)cc1)N(C(=O)CCC(=O)Nc1cc(C)on1)c1ccccc1OC (stereo unspecified)	0	103	99	110	-10	105	95	102
Cc1cc(Cl)ccc1OCC(=O)Nc1nc(-c2cccs2)cs1	0	?	?	?	7	105	?	?
COc1ccccc1NC(=S)N(CCCN(C)C)Cc1cc2cc3c(cc2[nH]c1=O)OCO3	0	82	92	77	9	100	78	91

Going on with the list.
SMILES	GRK2 inh	AGP1-GFP MLPCN	RPL19A TOR yeast	CIT2 TOR yeast	VLA-4 inh	Yeast superoxide	LAP4 TOR yeast	MEP2-GFP yeast
COc1ccccc1N1CCN(C2CCCN(C(=O)c3cccc(-c4ccco4)c3)C2)CC1 (stereo unspecified)	0	95	98	94	-7	94	98	100
O=C(NC(Nc1ncc(S(=O)(=O)c2ccc([N+](=O)[O-])cc2)s1)(C(F)(F)F)C(F)(F)F)c1ccc(Cl)cc1	3	108	104	94	i	105	113	103
O=C(CCCSc1nnnn1-c1cccc2ccccc12)c1ccc(F)cc1	1	100	101	103	1	92	106	108
O=C(COC(=O)c1cnc(Cl)c(Cl)c1)Nc1cccc(S(=O)(=O)N2CCOCC2)c1	0	110	103	108	16	112	103	103
Cc1c(C)c(C)c(C(=O)C2CCN(c3ccc([N+](=O)[O-])cn3)CC2)c(C)c1C	0	102	99	99	25	104	104	97
